TrxR1 substrate: is turned over as a substrate by rat TrxR1; Potency, µM (top dose mostly 114 µM), without a hit: top-dose activity change, negative = substrate turnover; AID 588456; hit rate 0.01% among 390,000; O89049; purified TrxR1 substrate turnover, NADPH consumption readout; further: on the % scale 0 is the no-effect control and ±100 the full control effect; nearly all actives have a fitted effect of over 50% in size
Target sequence (O89049 whole entry, looked up): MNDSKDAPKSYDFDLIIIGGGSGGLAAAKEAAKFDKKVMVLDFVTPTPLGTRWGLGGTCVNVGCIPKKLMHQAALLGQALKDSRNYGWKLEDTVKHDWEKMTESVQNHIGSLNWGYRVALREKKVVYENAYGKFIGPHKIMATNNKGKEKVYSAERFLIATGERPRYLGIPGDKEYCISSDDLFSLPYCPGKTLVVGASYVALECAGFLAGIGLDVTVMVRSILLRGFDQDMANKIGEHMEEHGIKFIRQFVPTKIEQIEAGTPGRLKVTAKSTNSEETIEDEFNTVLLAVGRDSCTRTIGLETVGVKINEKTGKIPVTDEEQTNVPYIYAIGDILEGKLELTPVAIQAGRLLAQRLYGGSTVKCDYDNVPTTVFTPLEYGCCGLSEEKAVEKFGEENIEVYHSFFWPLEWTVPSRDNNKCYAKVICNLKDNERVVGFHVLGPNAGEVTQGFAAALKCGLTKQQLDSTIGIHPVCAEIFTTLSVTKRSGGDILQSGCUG
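Rat TrxR1, dispensed at 90 nM, was prereduced with 400 uM NADPH (final) for 5 min at ~22 deg C, then incubated with compound 15 min before 400 uM selenite. A first-read NADPH fluorescence drop versus no-compound background flagged substrates.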
rTrxR1 inhibitor: blocks rat thioredoxin reductase 1; O89049; recombinant rTrxR1, NADPH fluorescence consumption, selenite substrate; Potency, µM (titrated, usually from 114 µM), for the others: top-dose activity change, negative = inhibition, usual class: inhibitors; hit rate 1% among 390,000; AID 588453; further: on the % scale 0 is the no-effect control and ±100 the full control effect; nearly all actives have a fitted effect of over 65% in size
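Rat TrxR1 (90 nM in the dispensed reagent) was pre-reduced with 400 uM NADPH for 5 min at room temperature, then incubated with compound for 15 min. After 400 uM selenite was added, NADPH fluorescence (Ex 340/Em 450 nm) was followed for 8 min.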
RGS4 inhibitor: human RGS4 inhibition; Transcreener GDP fluorescence polarization, RGS4-accelerated GTP hydrolysis; Potency, µM (titrated, usually from 114 µM), inactives show at the highest dose activity change, negative = inhibition, usual class: inhibitors; hit rate 0.039% among 390,000; further: on the % scale 0 is the no-effect control and ±100 the full control effect; nearly all actives have a fitted effect of over 75% in size; some results filed as inactive show a strong effect at the top dose
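MLSMR compounds (23 nl, pin-transferred) preincubated 10 min at room temperature with a 500nM (2x) first reagent, then RGS4 at 900nM (2x) plus Transcreener GDP mix added; fluorescence polarization (620/688 nm) read before and after 90 min at 30 °C.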
USP1-UAF1 inh: USP1/UAF1 (human) deubiquitinase inhibition; O94782; recombinant USP1/UAF1, Ub-Rhodamine cleavage fluorescence; Potency, µM (highest dose often 57.1 µM), inactives show top-dose activity change, negative = inhibition, hits mostly inhibitors; hit rate 0.23% among 390,000; further: on the % scale 0 is the no-effect control and ±100 the full control effect; nearly all actives have a fitted effect of over 60% in size; inactives centre near -12
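USP1/UAF1 complex (1 nM) preincubated 15 min at room temperature with compound, then Ub-Rho substrate (150 nM final) added. Kinetic fluorescence at 480/540 nm over 6 reads at 60 s intervals; 50 mM HEPES pH 7.8, 0.5 mM EDTA, 0.1 mg/ml BSA, 1 mM TCEP, 0.01% Tween-20.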
Vif-APOBEC3F blk: blocks the Vif interaction with APOBEC3F | HeLa A3F-eYFP + Vif (tagged APOBEC3F with the HIV-1 protein that degrades it), YFP fluorescence increase | Potency, µM (doses to about 46.1 µM), inactives show at the top dose activity, negative = active | hit rate 0.2% among 390,000; further: % of control where 0% means no effect; nearly all actives have a fitted effect of over 65% in size
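HeLa cells stably expressing Vif plus C-terminally eYFP-tagged A3F were seeded, incubated overnight at 37 deg C, dosed with compound, incubated overnight again at 37 deg C. Yellow fluorescence (Ex 488/Em 500-530) reported blocked Vif-mediated A3F-eYFP degradation.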
Vif-APOBEC3G blk: inhibitors of Vif-APOBEC3G interaction. Potency, µM (highest dose often 46.1 µM), inactives show at the top dose activity, negative = active, hits mostly inhibitors. Q9HC16. HeLa A3G-eYFP + Vif (tagged APOBEC3G with the HIV-1 protein that degrades it), YFP fluorescence, overnight. hit rate 0.076% among 410,000;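 further: on the % scale 0 is the no-effect control and ±100 the full control effect; nearly all actives have a fitted effect of over 60% in size; hits raise eYFP signal because A3G escapes Vif-driven loss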
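HeLa cells stably expressing Vif and C-terminally eYFP-tagged A3G, seeded overnight at 37 deg C, then exposed to compound by pintool overnight at 37 deg C. Rise in yellow fluorescence (Ex 488/Em 500-530, Acumen) marks blocked Vif-driven A3G degradation.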
12-LOX inh: inhibitors of human 12S-lipoxygenase ALOX12; P18054; purified 12hLO, xylenol orange hydroperoxide absorbance; Potency, µM (highest dose often 108 µM), without a hit: at the highest dose activity change, negative = inhibition, actives largely listed as inhibitors; hit rate 1.1% among 580,000; further: on the % scale 0 is the no-effect control and ±100 the full control effect
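Purified human 12hLO at 150 nM in 25 mM Hepes, 0.01% Triton X-100, pH 7.0, preincubated 15 min at room temperature with compound. Reaction started with 40 uM arachidonic acid, 30 min at room temperature. Hydroperoxide measured by Fe-xylenol orange, 573/405 nm absorbance ratio.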
mIDH1 inhibitor: inhibitors of human mutant IDH1 R132H | hit rate 0.093% among 390,000 | IDH1-R132H enzyme, NADPH consumption, diaphorase/resazurin fluorescence | O75874 | Potency, µM (highest dose often 76.6 µM), inactives show at the top dose activity change, negative = inhibition, actives largely listed as inhibitors; further: on the % scale 0 is the no-effect control and ±100 the full control effect; nearly all actives have a fitted effect of over 65% in size
Target sequence (O75874 whole entry R132H, stated change not applied): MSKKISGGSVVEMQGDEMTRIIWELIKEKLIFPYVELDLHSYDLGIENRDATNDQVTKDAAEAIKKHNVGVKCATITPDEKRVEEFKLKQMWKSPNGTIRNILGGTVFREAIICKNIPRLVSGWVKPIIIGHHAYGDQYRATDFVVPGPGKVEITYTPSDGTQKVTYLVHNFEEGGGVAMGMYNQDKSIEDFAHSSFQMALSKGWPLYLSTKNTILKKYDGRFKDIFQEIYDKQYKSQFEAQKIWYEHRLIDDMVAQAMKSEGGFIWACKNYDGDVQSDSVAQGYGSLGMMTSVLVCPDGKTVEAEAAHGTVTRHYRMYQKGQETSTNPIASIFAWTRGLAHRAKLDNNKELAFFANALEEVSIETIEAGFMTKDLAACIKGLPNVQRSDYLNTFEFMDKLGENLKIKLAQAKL
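IDH1-R132H (0.5 ug/mL dispensed) in pH 7.5 Tris buffer was preincubated 30 min with compound, then given a substrate mix of 0.016 mM NADPH and 2 mM alpha-KG for 80 min at room temperature; remaining NADPH was read by diaphorase/resazurin fluorescence.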
RXFP1 ag: activates the human relaxin receptor RXFP1. HEK293T-RXFP1 cAMP TR-FRET, 30 min; response scale: percent of porcine relaxin response, buffer zero. AID 2676. Q9HBX9. Potency, µM (doses to about 57.5 µM), inactives show at the highest dose activation, actives largely listed as activators. hit rate 0.3% among 370,000; further: on the % scale 0 is the no-effect control and ±100 the full control effect; nearly all actives have a fitted effect of over 60% in size; many of its hits are not listed in these tables
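HEK293T cells stably expressing RXFP1 were pretreated with the PDE4 inhibitor Ro 20174, exposed to compounds for 30 min at 37C, lysed, and cAMP was read by TR-FRET. Data normalized to buffer (basal) and 29 nM porcine relaxin (100%).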
Starred values were filed as active, the others as inactive; ? = inconclusive; · = no result given; & = joins results of further samples; [ ] = another dose, or the depositor's remark. The call rests on the fitted dose curve; in most records, active means well fitted curve in the direction sought with a large enough effect; inconclusive means small, poorly fitted or top-dose-only effect, or another doubt; inactive means no such curve, though single readings can be large; an effect the other way counts as inactive or inconclusive. Potency means the concentration at half of the fitted maximal effect. Not all compounds are listed (hit frequency here may not be typical).

SMILES	TrxR1 substrate	rTrxR1 inhibitor	RGS4 inhibitor	USP1-UAF1 inh	Vif-APOBEC3F blk	Vif-APOBEC3G blk	12-LOX inh	mIDH1 inhibitor	RXFP1 ag
O=C(Nc1ccc2c(c1)OCCO2)c1cccnc1Oc1ccc(Cl)cc1	7%[57.1 µM]	16%[57.1 µM]	8%	-13%	-7%	-10%	?	5%	9.8%
CCOC(=O)C1C(=O)Nc2nc(C)nn2C1c1ccccc1 (stereo not given)	5%	10%	-5%	-14%	-5%	3%	-18%	7%	0.5%
Cc1ccccc1CSCC(=O)NC(=O)NCc1ccco1	8%	-31%	-2%	10%	-4%	-7%	?	8%	0.1%
O=C(Nc1ccccc1)c1ccc2nc(-c3ccco3)c(-c3ccco3)nc2c1	-6%&2%	4µM*	?	-21%	?	0%&-7%	?	-1%	-0.9%
O=c1c2c([nH]n1-c1ccccc1)CCCC2	8%	13%	1%	-17%	0%	10%	-13%	0%	1.1%
CCOc1cc(CNCCN2CCOCC2)ccc1OCc1ccccc1Cl	-5%	0%	4%	-13%	-9%	0%	-21%	0%	-3.9%
CC(OC(=O)c1ccc(Br)o1)C(=O)Nc1ccc2c(c1)OCCO2 (stereo not given)	5%	26%	-15%	-25%	2%	2%	-1%	1%	1.8%
O=C(NC1CCCCC1)N1CCSC1=Nc1ccccc1	10%[57.1 µM]	30%[57.1 µM]	14%	-13%	-7%	2%	0%	-1%	2.3%
CCn1c(/C=N/Nc2ccc(C(=O)O)cc2)nc2ccccc21	-16%	-12%	9%	-6%	-25%	-3%	?	5%	-0.9%
O=C(Nc1ccon1)c1cccc(S(=O)(=O)N2CCCC2)c1	8%	17%	17%	-21%	-6%	-2%	27%	-2%	0.4%
Cc1ccc(N2CCN(CC(O)COc3ccc([N+](=O)[O-])cc3)CC2)cc1 (stereo not given)	-1%[57.1 µM]	3%[57.1 µM]	-10%	-15%	10%	1%	-8%	13%	-1.6%
O=C(CS(=O)(=O)c1ccccc1)Nc1ccc(Cl)cn1	7%	35%	-2%	-22%	-20%	0%	-7%	9%	0.9%
CC(=O)NC12CC3CC(C1)CC(C(=O)N1CCN(S(=O)(=O)c4cccc(C(F)(F)F)c4)CC1)(C3)C2	0%	6%	-1%	-10%	-2%	0%	-8%	8%	3.1%
CCOC(=O)c1ccc(NC(=O)CC2Nc3cccc4cccc(c34)NC2=O)cc1 (stereo not given)	-8%	?	?	?	0%	-10%	?	31%	0.1%
COc1ccccc1CNS(=O)(=O)CCNC1CC1	0%	-24%	-16%	-18%	3%	-4%	-4%	-2%	·
COc1cc(C(c2sc3nc(C)nn3c2O)N2CCC3(CC2)OCCO3)cc(OC)c1OC (stereo not given)	-8%	-17%	-39%[11.4 µM]	-19%	-3%	3%	0%	4%	1.9%
NC(CO)c1cn([C@@H](CCC(=O)O)C(=O)N2CCNCC2)nn1 (stereo not given in full)	6%	3%	12%	-30%	4%	4%	-30%	17%	-0.4%
COc1ccccc1-n1c(=O)n(C)c2c(C(N)=O)nc(-c3cccc(OC)c3OC)nc21	2%[57.1 µM]	8%[57.1 µM]	-17%	-20%	-1%	-11%	-28%	10%	0.7%
O=C(Cn1cnc2c(OCc3ccccc3)ncnc21)NCc1nc2ccccc2[nH]1	-5%	18%	?	-3%	6%	4%	-29%	-5%	·
Cc1ccc(C)c(NC(=O)CCN2C(=O)c3ccccc3C2=O)c1	7%	13%	27%	-19%	0%	0%	13%	-4%	11%

Part of the list above, as labelled records.
COc1cc(C(c2sc3nc(C)nn3c2O)N2CCC3(CC2)OCCO3)cc(OC)c1OC (stereo not given)
  TrxR1 substrate = -8%; rTrxR1 inhibitor = -17%; RGS4 inhibitor = -39%[11.4 µM]; USP1-UAF1 inh = -19%; Vif-APOBEC3F blk = -3%; Vif-APOBEC3G blk = 3%; 12-LOX inh = 0%; mIDH1 inhibitor = 4%; RXFP1 ag = 1.9%

NC(CO)c1cn([C@@H](CCC(=O)O)C(=O)N2CCNCC2)nn1 (stereo not given in full)
  TrxR1 substrate = 6%; rTrxR1 inhibitor = 3%; RGS4 inhibitor = 12%; USP1-UAF1 inh = -30%; Vif-APOBEC3F blk = 4%; Vif-APOBEC3G blk = 4%; 12-LOX inh = -30%; mIDH1 inhibitor = 17%; RXFP1 ag = -0.4%

3 entries out of the list, arranged by heavy-atom count, largest number first.
SMILES	TrxR1 substrate	rTrxR1 inhibitor	RGS4 inhibitor	USP1-UAF1 inh	Vif-APOBEC3F blk	Vif-APOBEC3G blk	12-LOX inh	mIDH1 inhibitor	RXFP1 ag
COc1cc(C(c2sc3nc(C)nn3c2O)N2CCC3(CC2)OCCO3)cc(OC)c1OC (stereo not given)	-8%	-17%	-39%[11.4 µM]	-19%	-3%	3%	0%	4%	1.9%
CCOC(=O)c1ccc(NC(=O)CC2Nc3cccc4cccc(c34)NC2=O)cc1 (stereo not given)	-8%	?	?	?	0%	-10%	?	31%	0.1%
Cc1ccccc1CSCC(=O)NC(=O)NCc1ccco1	8%	-31%	-2%	10%	-4%	-7%	?	8%	0.1%

(list continues)
SMILES	TrxR1 substrate	rTrxR1 inhibitor	RGS4 inhibitor	USP1-UAF1 inh	Vif-APOBEC3F blk	Vif-APOBEC3G blk	12-LOX inh	mIDH1 inhibitor	RXFP1 ag
Nc1ccc(C(=O)c2ccccc2C(=O)O)cc1Cl	1%	20%	-26%	-4%	-3%	0%	-13%	2%	1.0%
Cc1ccc(CNn2cn[nH]c2=S)cc1	6%	-8%	9%	-18%	-5%	4%	?	6%	·
c1nc2ccc(Cc3ccc4nc[nH]c4c3)cc2[nH]1	10%[2.29 µM]	37%[2.29 µM]	13%	-2%	6%	-1%	11%	4%	1.5%
CC(=O)Nc1ccc(NC(=O)Cc2ccc(-c3ccccc3)cc2)cc1	5%	43%	-11%	-11%	5%	2%	-30%	-2%	0.5%
COc1ccc(CNC(=O)c2ccc(Sc3ccc(Cl)cc3)c(NC(C)=O)c2)c(OC)c1	6%[57.1 µM]	24%[57.1 µM]	9%	?	3%	3%	-24%	-17%	?
NC(=O)CSc1nnc2ccc(-c3ccc(Cl)cc3)nn12	15%	16%	-10%	-24%	-18%	-8%	10%	0%	10%
COCCN(CC(=O)Nc1ccccc1C)S(=O)(=O)c1ccc(S(=O)(=O)N2CCCC2)cc1	-2%	-9%	34%	-15%	4%	-10%	9%	5%	1.3%
O=C(CN1C(=O)NC2(CCCC2)C1=O)N1CCN(c2ccccc2Cl)CC1	-1%	-16%	-20%	-15%	-9%	-3%	16%	9%	0.8%
Cc1ccc2c(c1)-c1cc(C)nn1C(c1sccc1C)N2 (stereo not given)	18%	-1%	7%	-12%	0%	-6%	0%	2%	1.7%
CCOc1ccc(CCNC(=O)c2ccc(CS(=O)(=O)c3ccccc3C)o2)cc1OCC	-7%	-18%	0%	6%	-3%	-1%	-9%	-22%	-0.2%
Cc1cccc(OS(=O)(=O)NC(=O)OCC2CCCN3CCCCC23)c1 (stereo not given)	9%[57.1 µM]	21%[57.1 µM]	2%	-4%	15%	2%	8%	1%	2.6%
O=C(O)/C=C/c1cn(-c2ccccc2)nc1-c1ccccc1	1%	14%	-4%	-29%	4%	-7%	-3%	0%	1.5%
O=C(CCCN1C(=O)/C(=C\c2ccccc2)SC1=S)Nc1ccccc1O	-4%	-5%	3%	-10%	-29%	2%	0%	-7%	2.8%
Cc1ccc(C(=O)NCC2CCCO2)cc1N1CCCC1=O (stereo not given)	4%	5%	-12%[11.4 µM]	-14%	3%	1%	6%	1%	0.4%
Nc1c(C(=O)Nc2ccc(Cl)c(C(F)(F)F)c2)sc2nc(-c3ccncc3)ccc12	10%	5%	3%	-5%	?	-5%	-22%	43%[activator]	11%
Cc1ccc(S(=O)(=O)N/N=c2\sc3ccccc3n2C)cc1	-10%	-1%	2%	-17%	-10%	1%	11%	3%	1.0%
CCSC(C)CC1CC(=O)CC(=O)C1 (stereo not given)	9%[57.1 µM]	17%[57.1 µM]	-8%	1%	-18%	0%	?	3%	-0.8%
CCn1cc(C(=O)O)c(=O)c2cc(F)c(N3CCN(C(=S)NC(=O)c4ccc(Br)cc4)CC3)cc21	9%[57.1 µM]	15%[57.1 µM]	-35%	-2%	7%	1%	-17%	5%	6.1%
COc1ccc(C(=O)N(C)[C@H]2C[C@H]3c4[nH]c5ccccc5c4CCN3C(=O)[C@H]2CO)cc1	·	·	·	-12%	-6%	-5%	?	0%	·
O=C(NCCC(=O)N1CCCC(C(F)(F)F)C1)c1ccccc1Cl (stereo not given)	-2%	-7%	1%	-12%	1%	0%	15%	2%	1.4%
c1ccc(CCn2nnnc2CN2CCN(C3CCCC3)CC2)cc1	1%	4%	36%	-8%	-5%	1%	?	1%	0.2%
O=C(CC1SC(N2CCCCC2)=NC1=O)Nc1ccc(C(=O)NCc2ccccc2)cc1 (stereo not given)	0%	-2%	-6%	-12%	11%	-2%	18%	1%	·
